LMP1 NFkB inh – inhibitors of Epstein-Barr LMP1-induced NF-kappaB reporter; LMP1-induced NF-kappaB luciferase reporter cells, luminescence; inhibition, % at 12.5 µM; hit rate 0.69% among 350,000; AID 504558; in the data active = inhibition above about 41%;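 also: 0% = neutral control wells and 100% = reference inhibitor control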
TLR9-MyD88 inh – TLR9-MyD88 interaction inhibition; AID 504734; CHO BLA complementation TLR9-MyD88, CCF4 FRET ratio; hit rate 0.21% among 340,000; Q9NR96+Q99836; inhibition, % at 4.98 µM;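 active = inhibition above the mean over all tested compounds plus 3 SD, cut at about 21% in these data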;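 also: 0% = DMSO only wells and 100% = clavulanate BLA inhibitor control wells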
MC4R antag cAMP – antagonists of human melanocortin 4 receptor (MC4R) | hit rate 0.48% among 360,000 | MC4R-expressing cells, MTII-stimulated cAMP, LANCE TR-FRET | inhibition, % at 6.5 µM | P32245 | AID 540295;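 active = inhibition above its plate's cutoff, the mean of tested wells on that plate plus 3 SD, cut at about 29% in these data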;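 also: 0% = Melanotan II alone and 100% = Melanotan II plus saturating MCL0020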
Target sequence (P32245 whole entry, looked up): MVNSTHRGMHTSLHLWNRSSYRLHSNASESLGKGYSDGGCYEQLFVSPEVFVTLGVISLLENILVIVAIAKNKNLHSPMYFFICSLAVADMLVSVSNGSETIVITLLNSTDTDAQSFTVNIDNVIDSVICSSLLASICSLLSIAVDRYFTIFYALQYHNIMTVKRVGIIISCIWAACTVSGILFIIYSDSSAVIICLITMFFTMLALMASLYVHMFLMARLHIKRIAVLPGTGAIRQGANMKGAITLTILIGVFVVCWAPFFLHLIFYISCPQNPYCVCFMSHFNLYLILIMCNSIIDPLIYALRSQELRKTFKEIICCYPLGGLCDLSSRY
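material = U2OS cells stably expressing human melanocortin 4 receptor (MC4R) | also added = Melanotan II challenge | dosing = single nominal compound dose of 6.5 µM | detection = TR-FRET with Eu-cAMP and labeled anti-cAMP, 671 nm | replication = singlicate | timing = compound 30 min, challenge 1 h, detection 1 h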
NCOA1 inh – human NCOA1 inhibition; Q15788; HEK293 GAL4-SRC1 luciferase reporter, luminescence; inhibition, % at 3.6 µM; hit rate 0.12% among 360,000;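 active = inhibition above the campaign mean plus 3 SD, with each screening campaign given its own cutoff, cut at about 60% in these data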;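 also: 0% = DMSO treated cells and 100% = gossypol at 36 µM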
ABHD5-PLIN5 inh – inhibitors of human ABHD5-perilipin-5 interaction | hit rate 0.78% among 360,000 | inhibition, % at 4 µM | Split G. princeps luciferase complementation, luminescence, 4 h;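 active = inhibition above the mean inhibition across every tested compound plus 3 SD, cut at about 22% in these data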;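 also: 0% = DMSO only wells and the 100% control is not disclosed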
NR5A2 inv ag – NR5A2 inverse agonism in reporter assay. hit rate 0.13% among 360,000. inhibition, % at 3.6 µM. HEK293T StAR-luciferase reporter, LRH-1 transfected, 24 h;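 active = inhibition above the mean inhibition of all tested compounds plus 3 SD, cut at about 73% in these data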;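 also: 0% = DMSO wells and 100% = reporter-only cells lacking LRH-1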
SRC3 inh – inhibitors of human steroid receptor coactivator 3 (SRC3). inhibition, % at 3.6 µM. HEK293 GAL4-SRC3 luciferase reporter, luminescence. Q9Y6Q9. AID 588352. hit rate 0.17% among 360,000;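 active = inhibition above a per-campaign cutoff, the mean of all compounds plus 3 SD, cut at about 60% in these data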;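 also: 0% = DMSO-treated cells and 100% = gossypol-treated cells at 36 µM; higher means less SRC3-driven luciferase light from the GAL4 reporter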
NOD2-RIPK2 inh – blocks binding of human NOD2 to RIPK2; AID 624267; CHO BLA complementation NOD2-RIPK2, CCF4 ratio; O43353; hit rate 0.38% among 360,000; inhibition, % at 4.98 µM; in the data active = inhibition above about 21%;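 also: 0% = vehicle only and 100% = reference blocker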
MC4R barr agon – human MC4R agonism via beta-arrestin; U2OS MC4R beta-arrestin complementation, luminescence; percent of melanotan II response, DMSO zero; hit rate 0.98% among 360,000; AID 540308; activation, % at 8.9 µM;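 active = activation above a per-plate cutoff, the mean activation of sample wells on that plate plus 3 SD, cut at about 8% in these data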
COUP-TFII inh – NR2F2 (human) inhibition, primary screen | P24468 | HEK293T NGFI-A luciferase reporter, luminescence | inhibition, % at 8.6 µM | hit rate 0.7% among 370,000 | AID 686940;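 active = inhibition above a per-plate cutoff, mean inhibition of test wells between control levels plus 3 SD, cut at about 38% in these data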;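 also: cells cotransfected with COUP-TFII expression vector driving the NGFI-A reporter; 0% = median of COUP-TF2 test wells and 100% = reporter-only cells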
Target sequence (P24468 whole entry, looked up): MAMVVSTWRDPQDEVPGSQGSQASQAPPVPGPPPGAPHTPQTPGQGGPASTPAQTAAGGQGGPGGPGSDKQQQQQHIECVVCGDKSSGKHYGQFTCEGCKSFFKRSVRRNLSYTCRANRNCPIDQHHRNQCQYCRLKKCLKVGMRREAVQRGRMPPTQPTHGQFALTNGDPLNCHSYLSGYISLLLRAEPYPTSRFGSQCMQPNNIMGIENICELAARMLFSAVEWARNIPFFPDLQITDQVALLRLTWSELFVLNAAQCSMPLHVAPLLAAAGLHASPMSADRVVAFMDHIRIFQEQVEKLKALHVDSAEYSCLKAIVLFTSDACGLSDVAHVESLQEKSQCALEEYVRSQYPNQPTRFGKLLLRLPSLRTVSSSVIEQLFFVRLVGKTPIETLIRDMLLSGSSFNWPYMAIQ
NCOA2 inhibitor – inhibits human steroid receptor coactivator 2; hit rate 0.17% among 370,000; HEK293 GAL4-SRC2 luciferase reporter, luminescence; inhibition, % at 9 µM; Q15596; AID 651957;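 active = inhibition above the mean inhibition of all tested compounds plus 3 SD, set per campaign, cut at about 52% in these data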;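 also: 0% = DMSO treated cells and 100% = cells given Gossypol at 36 µM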
Active calls of the source: *; · = not tested or not shown. A portion of the library. The share of hits here may be higher or lower than overall.

SMILES	LMP1 NFkB inh	TLR9-MyD88 inh	MC4R antag cAMP	NCOA1 inh	ABHD5-PLIN5 inh	NR5A2 inv ag	SRC3 inh	NOD2-RIPK2 inh	MC4R barr agon	COUP-TFII inh	NCOA2 inhibitor
COc1ccccc1NC(=O)C1CCCN(C(=O)Nc2ccc(F)cc2)C1 (configuration not stated)	-9	3	-1	-7	4	-1	9	-3	-1.7	-2	-17
CC(=O)c1cccc(NC(=O)Nc2cccs2)c1	12	1	-2	-8	-11	19	25	-5	0.3	11	3
CC1Cc2[nH]c(=S)[nH]c(=O)c2C(C)O1 (configuration not stated)	·	·	·	·	-12	19	·	-6	·	-4	-16
O=C1C[C@@H]2c3c(cccc3CN1Cc1ccc(Br)cc1)C[C@@H](O)[C@H]2O	3	-4	6	-15	7	7	14	0	0.3	-4	-27
COc1ccc(NC(=O)N2CCC(C(=O)c3ccc4c(c3)OCCO4)CC2)cc1	7	-3	12	-4	3	-25	-15	6	-2.4	-2	-8
CC1CCN(C(=O)c2cccc(S(=O)(=O)N3CCCc4ccccc43)c2)CC1	-11	-7	6	-11	-1	-5	12	5	-1.3	8	-18
CC(C)(C)C1CCc2nc(NC(=O)Cc3cn4ccsc4n3)sc2C1 (configuration not stated)	-11	-8	4	-41	-5	-41	-32	-6	2.0	-6	-34
COCCn1c(=S)[nH]c2cc(C(=O)NCCc3ccccc3)ccc2c1=O	2	2	6	-2	3	-3	-10	-5	-1.9	-14	4
COc1cccc(-c2cccc(NC(=O)C3CCN(Cc4cccc(C)n4)CC3)c2)c1	-1	-5	2	0	1	10	3	-7	-2.4	-7	-35
CCOC(=O)CSc1nc(N)cc(=O)[nH]1	-4	-8	5	9	-4	29	-14	7	0.5	-7	4
O=c1n(-c2ccccc2)c(=O)n(Cc2ccccn2)n1Cc1ccccn1	3	7	9	-7	5	9	7	-10	0.0	-1	-27
COc1ccc(C(=O)Nc2cnc3sc(C)nn3c2=O)cc1	2	-1	2	-15	-2	12	-14	-3	-3.3	4	-3
CC(Nc1cc(=O)n(C)c(=O)[nH]1)c1ccccc1 (configuration not stated)	-3	6	1	5	-1	24	-7	-7	-0.9	-8	-3
CCC(=O)Nc1ccc(S(=O)(=O)c2ccc(NC(=O)CC)cc2)cc1	10	1	11	4	-14	5	19	11	-2.5	-4	-6
CCOC(=O)C1=C(C)NC(=O)NC1c1c(O)ccc2ccccc12 (configuration not stated)	-2	0	1	-1	1	-4	-4	-5	1.9	-1	9
COc1ccc2cc3cc(C(=O)N4CCCCCC4)oc3nc2c1	-1	-2	6	-115	2	-118	-86	-11	-2.5	·	·
c1cncc(-c2nnc(SCc3nc4ccccc4[nH]3)o2)c1	-5	-4	7	-17	-2	6	7	3	1.2	11	18
CN(CC(=O)NC(=O)NC1CCCCC1)c1ccccc1	7	2	5	-7	-4	6	-15	-4	-1.5	-13	12
COc1ccc(NC(=O)COC(C)=O)cc1OC	-1	4	4	-16	-3	7	10	-16	2.7	-15	0
COc1ccc2c(=O)c3c(=O)n(-c4ccccc4)c(-c4ccco4)nc3oc2c1	-1	0	-6	-7	0	-32	-11	-7	-1.5	-7	-2
COc1ccc(CCN2C(=O)CSC2c2ccc(OC)c(OC)c2)cc1OC (configuration not stated)	-2	9	-6	3	6	4	10	-5	0.0	0	-23
CCOC(=O)CNC(=O)c1ccc(C)cc1	-8	-8	10	10	12	-7	3	-8	0.2	-3	-5
COc1ccc([C@@H](NC(=O)OC(C)(C)C)C(=O)OC(C)(C)C)cc1	-12	3	2	-25	-6	2	25	-3	-0.8	-4	-10
O=C(/C=C/c1cccs1)N1CCN(c2ccccc2)CC1	-8	-6	-10	-12	0	0	0	-2	-3.9	8	-12
O=C(CN1CCN(CC(=O)Nc2ccccc2Cl)CC1)Nc1ccc(F)c(F)c1	6	0	-3	-1	-1	28	-33	4	-2.7	-11	-27

7 neighbouring compounds already listed, quoted:
SMILES	LMP1 NFkB inh	TLR9-MyD88 inh	MC4R antag cAMP	NCOA1 inh	ABHD5-PLIN5 inh	NR5A2 inv ag	SRC3 inh	NOD2-RIPK2 inh	MC4R barr agon	COUP-TFII inh	NCOA2 inhibitor
c1cncc(-c2nnc(SCc3nc4ccccc4[nH]3)o2)c1	-5	-4	7	-17	-2	6	7	3	1.2	11	18
CN(CC(=O)NC(=O)NC1CCCCC1)c1ccccc1	7	2	5	-7	-4	6	-15	-4	-1.5	-13	12
COc1ccc(NC(=O)COC(C)=O)cc1OC	-1	4	4	-16	-3	7	10	-16	2.7	-15	0
COc1ccc2c(=O)c3c(=O)n(-c4ccccc4)c(-c4ccco4)nc3oc2c1	-1	0	-6	-7	0	-32	-11	-7	-1.5	-7	-2
COc1ccc(CCN2C(=O)CSC2c2ccc(OC)c(OC)c2)cc1OC (configuration not stated)	-2	9	-6	3	6	4	10	-5	0.0	0	-23
CCOC(=O)CNC(=O)c1ccc(C)cc1	-8	-8	10	10	12	-7	3	-8	0.2	-3	-5
COc1ccc([C@@H](NC(=O)OC(C)(C)C)C(=O)OC(C)(C)C)cc1	-12	3	2	-25	-6	2	25	-3	-0.8	-4	-10

Other compounds
SMILES	LMP1 NFkB inh	TLR9-MyD88 inh	MC4R antag cAMP	NCOA1 inh	ABHD5-PLIN5 inh	NR5A2 inv ag	SRC3 inh	NOD2-RIPK2 inh	MC4R barr agon	COUP-TFII inh	NCOA2 inhibitor
COc1ccccc1OC(C)C(=O)N1CC(=O)Nc2ccccc21 (configuration not stated)	-6	-3	6	-2	9	-10	13	-5	1.3	8	10
CCOC(=O)C1=C(C)NC(=S)NC1c1ccc(OCC(=O)N2CCCCCC2)c(OC)c1 (configuration not stated)	-5	-3	15	1	0	11	-1	-2	0.5	23	3
Cc1ccc(S(=O)(=O)NC(=O)Nc2ccccc2)cc1	3	-3	4	-12	-8	-22	16	0	-1.8	-10	17
Cc1ccccc1N1CCN(C2CCCN(C(=O)CCN3CCCCO3)C2)CC1 (configuration not stated)	-5	2	5	-13	3	-3	10	-2	-1.8	9	0
COc1ccc(CC(=O)OCC(=O)c2ccc(S(=O)(=O)N3CCCCC3)cc2)cc1	-4	-4	7	3	6	15	16	-7	-0.9	-8	1
C/C(=N/NC(=O)c1cccs1)c1cccc(NC(=O)C2CC2)c1	-3	8	11	-96	-2	-138	-64	-2	-1.2	-83	-86
O=C1C=C(c2cccc(Cl)c2)C[C@@H](c2ccc(F)cc2)C1	-7	-7	5	12	5	2	18	8	4.8	·	·
CC1(C)CC(=O)C2=C(C1)N(CCN1CCOCC1)C1=C(C(=O)CC(C)(C)C1)C2c1ccc(Cl)c([N+](=O)[O-])c1	0	-3	0	-3	-1	5	16	-4	0.7	12	3
O=C(Cn1cncn1)NCc1ccc(Cl)cc1	5	0	3	0	11	-1	-4	-4	-1.0	-9	-19
COc1ccc(/C=C/C(=O)OCC(=O)NC2CCCC(C)C2C)cc1 (configuration not stated)	4	-3	9	-4	-8	14	13	-3	2.5	-13	1
CCOc1c2ccc(C(=O)NCc3ccc(C)cc3)cc2nn1CC	0	-3	3	4	3	15	9	-9	-2.2	-4	-12
C/C(CC(=O)Nc1ccc(C)c(Cl)c1)=N\NC(=O)c1ccccn1	-6	3	6	-108	2	-156	-87	-8	-0.7	-29	-37
CC12CCC(=O)N1C(C(=O)N1CCN(S(=O)(=O)c3ccccc3F)CC1)CS2 (configuration not stated)	1	-5	14	18	9	-6	-7	-4	-2.5	7	-14
O=C(COC(=O)c1ccc(F)cc1Cl)NC1CCS(=O)(=O)C1 (configuration not stated)	-4	-5	-2	-2	15	-3	9	-8	-0.3	-21	17
O=C(NCc1nnc(SCC(=O)N2CCOCC2)o1)c1cccs1	-17	-3	0	-13	-5	7	-9	-3	-3.8	4	-20
CC(NC(=O)c1ccc([N+](=O)[O-])o1)C1CC2CCC1C2 (configuration not stated)	-4	-6	4	-31	-12	47	-1	-7	-0.1	·	·
COc1cccc(-c2nc(CSCC(=O)N3CCc4ccccc43)c(C)o2)c1	-6	-7	1	0	-2	12	-11	-4	-2.2	16	-7

Screening data (PubChem)
